mcGAS RapidFire – inhibitors of mouse cGAS; Q8C6L5; recombinant mouse cGAS, cGAMP by RapidFire MS; inhibition, % at 12.5 µM; actives 0.18% (n = 130,000); AID 1259397;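 active = inhibition of cGAS enzyme activity at or above 60%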;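 note: enzyme stimulated by 45 bp dsDNA with ATP and GTP substrates; cGAMP share of summed cGAMP plus half ATP and half GTP signals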
Target sequence (Q8C6L5 whole entry, looked up): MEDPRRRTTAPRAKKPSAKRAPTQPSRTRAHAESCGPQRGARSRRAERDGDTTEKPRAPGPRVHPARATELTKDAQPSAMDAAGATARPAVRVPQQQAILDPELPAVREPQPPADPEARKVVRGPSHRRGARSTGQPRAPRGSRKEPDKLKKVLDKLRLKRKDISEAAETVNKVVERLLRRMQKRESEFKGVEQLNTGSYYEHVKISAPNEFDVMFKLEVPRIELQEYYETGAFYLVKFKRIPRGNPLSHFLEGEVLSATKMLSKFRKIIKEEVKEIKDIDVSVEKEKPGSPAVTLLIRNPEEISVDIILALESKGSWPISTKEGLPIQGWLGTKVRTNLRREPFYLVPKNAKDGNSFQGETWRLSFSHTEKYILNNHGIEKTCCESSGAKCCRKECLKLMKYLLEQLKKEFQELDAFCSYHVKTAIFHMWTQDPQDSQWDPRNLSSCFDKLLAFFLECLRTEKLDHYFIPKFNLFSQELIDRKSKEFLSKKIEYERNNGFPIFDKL
Numbers without * were called inactive; & = joins results of further samples. The list is partial (hit frequency here may not be typical).

mcGAS RapidFire	Molecule
-3	O=C(Nc1ccc(-c2ccn[nH]2)cc1)C1CCCN(Cc2ccsc2)C1 (centres undefined)
-16	O[C@@H]1CNCC[C@H]1CNCc1cccc(Oc2cccc(C(F)(F)F)c2)c1
-5	CC(Nc1ccc2c(c1)CCO2)C(=O)Nc1sccc1C#N (centres undefined)
-6	COc1ccccc1CCNC(=O)C(=O)Nc1ccc2c(c1)N(C(=O)C(C)C)CCC2
-7	Cc1ccc2c(c1)c(CNS(=O)(=O)NCc1ccccc1)nn2C
-16	CCS(=O)(=O)Nc1cccc(C(=O)NC23CC4CC(CC(C4)C2)C3)c1
-17	CCC(CNS(=O)(=O)N1CCS(=O)(=O)CC1)c1ccccc1 (centres undefined)
-35	Cc1ncsc1C(=O)N1CC[C@@H](c2ccc3ccccc3c2)[C@H](O)C1
-5	CC(CSc1nc2ccccc2o1)Cn1c(N2CCOCC2)nc2c1c(=O)[nH]c(=O)n2C (centres undefined)
-9	CC(C)C(NS(=O)(=O)c1ccc(Br)s1)C(=O)O (centres undefined)
-9	C/C=C/Cc1nnc(C(=O)N2CCCC(CO)(CC(C)C)C2)o1 (centres undefined)
2	COC(=O)CCC(C)(C)NC(=O)c1csc(C)n1
0	CC(Cn1cccn1)C(=O)N1CCN(C)C2(CCN(C)CC2)C1 (centres undefined)
-14	CCn1c(-c2nccn2-c2ccc3n[nH]nc3c2)nc2ccccc21
-4	CC(=O)Nc1ccc(Sc2cc(NCc3cccnc3)ncn2)cc1
-10	CCN(CC)C(=O)C1CCCN(C(=O)c2cn(CCN3CCCCC3)nn2)C1 (centres undefined)
1	CCc1cccc2c(C(=O)CSc3nnc(-c4cccnc4)o3)c[nH]c12
-1	CC(=O)NCCC(=O)N(Cc1ccccc1F)c1ccc(F)cc1
-28	COc1ccc(N(CCC(N)=O)CC(=O)N(C(C)C)C(C)C)cc1
10	c1csc(-c2noc(CSc3nnc(-c4c[nH]c5ccccc45)o3)n2)c1
16	Cc1cccnc1C1=NOC(C)C(=O)N1CCCc1ccccc1 (centres undefined)
-14	CCc1ccccc1NC(=O)N1CCC2(CC1)C(=O)NCCN2C
-2	CC(Cn1ccnc1)NS(=O)(=O)c1ccccc1 (centres undefined)
-11	CC(C)CN(c1cccc(O)c1)S(=O)(=O)c1ccc2[nH]c(=O)oc2c1
-5	Cc1cc(C(=O)CN2C(=O)C(=O)N(Cc3ccco3)C2=O)c(C)n1Cc1cccs1
11	CCOC(=O)C1(C)CCN1C(=O)Cc1ccc(OC)c(OC)c1 (centres undefined)
-8	O=C(c1cc(CN2CCC(O)CC2)on1)N1CCc2sccc2C1
-7	O=C(Nc1ccccc1C(=O)N1CC=C(c2ccccc2)CC1)c1ccco1
-2	O=C(c1cnc(NCC2COc3ccccc3C2)c(Cl)c1)N1CCCCC1 (centres undefined)
-13	CC(Sc1nc2ccccc2c(=O)n1C)C(=O)c1c[nH]c2ccccc12 (centres undefined)
-27	Cc1cc(C)n(-c2cccc(-c3ncccc3NC(=O)C(C)C)c2)n1
3	COc1ccc(-n2ncc3c2CC(C)(C)CC3NC(=O)c2cc3ncccn3n2)cc1 (centres undefined)
-8	CC1(C(=O)NCc2cccnc2)CCN1CC1CCCCC1 (centres undefined)
-3&1	CSc1ccc2c(c1)C(N1CCN(C)CC1)Cc1ccccc1S2 (centres undefined)
-37	O=C1Cc2cc(Nc3ncncc3Br)ccc2N1
-3	O=C(Nc1ccc(F)cc1)N1CCC(C(O)c2ccccc2)CC1 (centres undefined)
-7	Cc1cc2nc(N(CCN3CCOCC3)C(=O)C3COc4ccccc4O3)sc2cc1C (centres undefined)
-9	COc1c(C)cnc(CSc2nnnn2CC(F)(F)F)c1C
-14	CN1CCN(C(=O)CC2(C)N=C(c3ccccc3)N(C)O2)CC1 (centres undefined)
-9	COc1ccc(CC2CCCN2C(=O)c2c(O)cc(F)cc2F)cc1 (centres undefined)
-32	O=C(N[C@H]1C[C@H]2C(=O)NCC(=O)N2C1)c1ccc2[nH]c3c(c2c1)CCCC3
-9	NC(=O)c1cccnc1N1CCN(c2nccc(CCC(F)(F)F)n2)CC1
-7	Cc1ccc(CNC(=O)C2CC(=O)N(Cc3ccco3)C2)c(C)c1 (centres undefined)
-5	Cc1ccc(Nc2nc(NCc3ccco3)nc3nccnc23)cc1
1	COc1ccc(-c2csc(=Nc3cc(OC)cc(OC)c3)n2NC(=O)C(C)Oc2ccc(Cl)cc2C)cc1 (centres undefined)
4	COc1cccc(-n2ncc3c2C(CC(C)C)N(CC(=O)OC(C)(C)C)C3=O)c1 (centres undefined)
-7	Clc1ccc(CCN2CN(Cc3ccccc3)c3nc4ccccc4n3C2)c(Cl)c1
12	Cc1ccn2c(=O)c(NC(=O)COc3ccc(Cl)cc3)c(C)nc2c1
-3	CCOc1c(C=[N+](C)C)c2ccccc2n1CC
-5	Cn1ccnc1CN1CCN(C(=O)c2cn(Cc3ccc(Cl)cc3)nn2)CC1
-27	Cc1ccc(CN(C)C(=S)Nc2cccc(Cl)c2C)o1
-10	CSC=CC=CC(=O)N=c1c(C#N)cc2c(=O)n3cccc(C)c3nc2n1CCCOC(C)C
-18	C=CCn1cc(CN2CCCC(c3nc(-c4cccnc4)no3)C2)c(C)n1 (centres undefined)
-1	CCn1cc(NC(=O)C2(c3ccccc3Cl)CCOCC2)cn1
-10	CCCn1c(SCc2nnc(-c3ccco3)o2)n[nH]c1=O
-7	Cn1cc(SCC(=O)N2CCCc3ccccc32)c2ccccc21
-11	Fc1ccc(-c2ccc(-c3nn4c(-c5ccccc5)nnc4s3)o2)cc1
-3	O=C(NCCc1ncno1)Nc1ccc(C(F)(F)F)cc1
-6	COc1ccc(C(C2Sc3nc(C)nn3C2=O)N2CCC(C(N)=O)CC2)cc1 (centres undefined)
-9	COc1ccccc1N=P1(N2CCOCC2)C(=C2N(C)c3ccccc3C2(C)C)C=NN1C (centres undefined)

(listing goes on)
mcGAS RapidFire	Molecule
3	COc1ccc(C2CCCN2C(=O)COc2ccc(Br)cc2Cl)cc1 (centres undefined)
28	Cc1c(C(=O)O)sc2nc(-c3cccs3)cc(C(F)(F)F)c12
1	COC(=O)c1cnc(NC(=O)c2cc(F)cc(Br)c2)s1
4	O=C(c1ccc(=O)[nH]n1)N1CCCCC1c1nc2ccccc2s1 (centres undefined)
-3	CC(=O)c1c(C)oc2ccc(N(C(=O)/C=C/c3ccccc3)S(=O)(=O)c3ccccc3)cc12
-5	CC1CN(C(=O)CCC2CCCC2)C(C)CO1 (centres undefined)
-14	CC(=O)c1ccc(OCc2nnsc2Cl)cc1
-13	COc1cccc(OC)c1OCCCOc1ccc(Br)cc1
5	NC(CO)(CO)CO
-3	Cc1cc(C)n2c(SCCO)nnc2n1
-11	COc1cc(NC(=O)CSc2nnc(C(C)Oc3ccccc3F)o2)cc(OC)c1OC (centres undefined)
-3	CCOC(=O)C1CCCN(C=C2N=C(c3scnc3C)ON2)C1 (centres undefined)
-7	C=CCOC(=O)C1C(C)=Nc2nc(SCC=C)[nH]c(=O)c2C1c1cccc(F)c1 (centres undefined)
8	COc1ccc(NC(C)(C)C(=O)N2CCc3c(ncnc3N(C)C)C2)cc1
4	Cc1ccccc1CCC1CCCN(C(=O)c2ccccc2-c2ncc[nH]2)C1 (centres undefined)
-8	COCCNc1nc(N)c([N+](=O)[O-])c(Nc2ccc(C)c(C)c2)n1
-3	O=C(c1cnccn1)N1CCN(c2snc3ccccc23)CC1
-19	O=C(O)C1(C/C=C/c2ccccc2)CCCN(c2cnc3ccccc3n2)C1 (centres undefined)
0	Cc1nn(-c2ccc(N3CCCC3)nn2)c2c1C(c1ccc(C(=O)O)cc1)CC(=O)N2 (centres undefined)
-5	Cc1nc(N2CCCC(C)C2)nc2c1C(=O)CC(c1ccco1)C2 (centres undefined)
-6	c1ccc(-c2cnn3cc(CN4CCCC(Cn5ccnc5)C4)cnc23)cc1 (centres undefined)
5	Fc1ccccc1CNc1nc(NCC2CC2)nc2ccsc12
1	Cc1sc(NC(=O)c2ccco2)c(C(c2cccc(F)c2)N2CCOCC2)c1C (centres undefined)
-2	Cc1ccc(-n2nc3c(c2NC(=O)c2ccc(S(=O)(=O)N(C)C)cc2)CSC3)c(C)c1
-5	Cc1noc(C)c1Cn1nc(-c2ccccc2)ccc1=O
-4	CC(C)c1sc(NC(=O)CN2CCOCC2)nc1-c1ccccc1
-2	CC(C)(C)c1ccc(C(=O)N2CCN(c3ccc4nnc(-c5ccco5)n4n3)CC2)cc1
-7	Cc1nc(SCc2ccccc2)[nH]c(=O)c1CCC(=O)N(C)Cc1cccs1
-8	CC(C(=O)N1CCCC1c1nnc2c(C(F)(F)F)cccn12)c1cccc(C(=O)c2ccccc2)c1 (centres undefined)
5	CC(C)Oc1ccc(C(O)=C2C(=O)C(=O)N(Cc3cccnc3)C2c2cccc([N+](=O)[O-])c2)cc1 (centres undefined)
-7	COc1ccc(NC(=O)C2(C)CCN2CC2CC2)cc1OC (centres undefined)
-2	CCC1C(=O)CC(c2ccco2)NC1c1ccco1 (centres undefined)
-12	COC(=O)[C@@H]1C[C@@H](N(C)C)CN1C/C=C/c1ccco1
-3	Cc1ccc(Cc2c(=O)[nH]n3c(=O)c4c([nH]c23)CCC4)o1
0	COC(=O)c1cc(C=CC(=O)Nc2cc(OC)ccc2OC)oc1C
2	O=C(NS(=O)(=O)c1cccnc1)c1cc(I)ccc1F
1	CCC(=O)N1CCc2cc(C(=O)N3CCCN(C(=O)Cc4ccccn4)CC3)ccc21
-11	CC(C)(C)n1c(NC(=O)C2CCN(C(=O)C3CC3)CC2)nc2ccccc21
-4	CN(Cc1ccsc1)S(=O)(=O)c1ccc(S(C)(=O)=O)cc1
3	Cc1cc(C(=O)NCC(=O)NCCOc2cccc(Cl)c2)c(C)o1
0	Cc1noc(C(C)NC(=O)CNC(=O)CC23CC4CC(CC(C4)C2)C3)n1 (centres undefined)
3	COc1ccc(CCNCC(O)COc2cccc(C)c2)cc1OC (centres undefined)
-4	CCN(CC)C(=O)C1CCCN(c2nccc(CCC(F)(F)F)n2)C1 (centres undefined)
-6	Cn1cc(CN2CCc3c([nH]c4ccccc34)C2C(C)(C)C)cn1 (centres undefined)
-13	COCCCNC(=O)C(NC(=O)c1ccccc1)C1CCNCC1 (centres undefined)
-3	O=C1C(=O)N(Cc2cc(=O)n3ccsc3n2)C(=O)N1CCc1cccs1
-13	CCn1cnnc1SCC(=O)Nc1ccc(SC)cc1
-6	CCOC(=O)c1c(CC(C)C)csc1NC(=O)c1c(C)noc1C
-4	Cc1ccc(NC(=O)c2sc(NC(=O)C(C)(C)C)cc2C)c(Cl)c1
-17	Clc1ccc(-n2cccc2CN2CCCn3cncc3C2)nc1
-12	COc1ccccc1NP(=O)(Nc1ccccc1OC)Nc1ccccc1OC
-3	Nc1nnc(-c2ccc(Br)cc2Cl)o1
3	CCNC(=O)[C@@H]1C[C@@H](N)CN1C(=O)CN1CCN(c2cccc(C)c2)CC1
-6	Cn1c(=O)[nH]c(=O)c2c1nc(SCCCO)n2CCCc1ccccc1
-1	CC1=C(c2ccc(C)cc2)S(=O)(=O)N=C1N1CCN(Cc2ccc3c(c2)OCO3)CC1
-11	Cc1nc2cccc(C)n2c(=O)c1NC(=O)c1c(F)cccc1Cl
-15	CCCC(C)(C)C(=O)N1CCC1(C)C(=O)Nc1ccc2c(c1)OCCO2 (centres undefined)
2	O=C(OCc1cc(=O)oc2cc3c(cc12)CCC3)c1n[nH]c(=O)c2ccccc12
1	CC1CCC(C(C)C)C(OC(=O)COC(=O)c2ccc([N+](=O)[O-])o2)C1 (centres undefined)
-3	CC(C)CCNCC1OCc2ccccc2CO1

Arranged by molar mass (ascending): part of the list above.
mcGAS RapidFire	Molecule
-5	CC1CN(C(=O)CCC2CCCC2)C(C)CO1 (centres undefined)
-12	COC(=O)[C@@H]1C[C@@H](N(C)C)CN1C/C=C/c1ccco1
-3	O=C(NCCc1ncno1)Nc1ccc(C(F)(F)F)cc1
-37	O=C1Cc2cc(Nc3ncncc3Br)ccc2N1
-5	Cc1nc(N2CCCC(C)C2)nc2c1C(=O)CC(c1ccco1)C2 (centres undefined)
5	Fc1ccccc1CNc1nc(NCC2CC2)nc2ccsc12
-8	COCCNc1nc(N)c([N+](=O)[O-])c(Nc2ccc(C)c(C)c2)n1
-7	Cc1ccc2c(c1)c(CNS(=O)(=O)NCc1ccccc1)nn2C
-17	CCC(CNS(=O)(=O)N1CCS(=O)(=O)CC1)c1ccccc1 (centres undefined)
-3&1	CSc1ccc2c(c1)C(N1CCN(C)CC1)Cc1ccccc1S2 (centres undefined)
-32	O=C(N[C@H]1C[C@H]2C(=O)NCC(=O)N2C1)c1ccc2[nH]c3c(c2c1)CCCC3
-11	CC(C)(C)n1c(NC(=O)C2CCN(C(=O)C3CC3)CC2)nc2ccccc21
8	COc1ccc(NC(C)(C)C(=O)N2CCc3c(ncnc3N(C)C)C2)cc1
-7	O=C(Nc1ccccc1C(=O)N1CC=C(c2ccccc2)CC1)c1ccco1
-9	NC(=O)c1cccnc1N1CCN(c2nccc(CCC(F)(F)F)n2)CC1
-6	COc1ccc(C(C2Sc3nc(C)nn3C2=O)N2CCC(C(N)=O)CC2)cc1 (centres undefined)
-7	Clc1ccc(CCN2CN(Cc3ccccc3)c3nc4ccccc4n3C2)c(Cl)c1
-1	CC1=C(c2ccc(C)cc2)S(=O)(=O)N=C1N1CCN(Cc2ccc3c(c2)OCO3)CC1
-5	CC(CSc1nc2ccccc2o1)Cn1c(N2CCOCC2)nc2c1c(=O)[nH]c(=O)n2C (centres undefined)
-10	CSC=CC=CC(=O)N=c1c(C#N)cc2c(=O)n3cccc(C)c3nc2n1CCCOC(C)C

The list goes on:
mcGAS RapidFire	Molecule
-5&-4	Cc1ccnc2c1NC(=O)c1cccnc1N2C1CC1
-5&-2	COc1cc2c(cc1OC)CN(C1CCCN(C(=O)/C=C/c3ccco3)C1)CC2 (centres undefined)
-9	CN(C)C(=O)c1cccc(CCNC(=O)NCC2CC3CCC2C3)c1 (centres undefined)
-3	CCn1c(-c2nccn2CC2CCCCO2)nc2ccccc21 (centres undefined)
-4	O=C(NCc1cccc(Cl)c1)N1CCN(Cc2ccccn2)CC1
-7	Cc1cc(C)cc(NS(=O)(=O)c2c(C)n[nH]c2C)c1
